# Source: PubChem BioAssay (The Scripps Research Institute Molecular Screening Center)
# LYPLA1 inh: LYPLA1 inhibitors, primary screen, counter-screen for PME1 inhibitor project, biochemical, fluorescence polarization, FP-Rh probe ABPP. inhibition, % at 5.9 µM. recombinant LYPLA1. actives 0.16% (n = 320,000);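 active means inhibition above the mean of all tested compounds plus 3 SD, set per campaign, cut at about 14% in these data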;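 further: inhibitors block serine hydrolase probe labeling of LYPLA1 so polarization falls; 0% = enzyme with DMSO and 100% = wells lacking LYPLA1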
# Target sequence (O75608 whole entry, looked up): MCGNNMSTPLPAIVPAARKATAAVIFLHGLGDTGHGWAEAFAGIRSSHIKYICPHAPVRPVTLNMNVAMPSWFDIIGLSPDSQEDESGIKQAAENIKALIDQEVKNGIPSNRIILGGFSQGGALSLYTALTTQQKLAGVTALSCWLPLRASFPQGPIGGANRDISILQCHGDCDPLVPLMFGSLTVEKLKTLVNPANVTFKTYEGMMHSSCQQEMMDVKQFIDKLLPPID
# PAFAH1B2 inh: PAFAH1B2 enzyme inhibitors, primary screen, biochemical, fluorescence polarization, human; Platelet-activating factor acetylhydrolase IB subunit alpha2 (Homo sapiens), P68402; recombinant PAFAH1B2, FP-rhodamine activity probe; inhibition, % at 3.39 µM; actives 1.2% (n = 340,000);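 active means inhibition above the mean of all tested compounds plus 3 SD, cut at about 24% in these data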;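 further: 0% = enzyme with DMSO and 100% = wells lacking PAFAH1B2; many of its hits are not listed in these tables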
# pPAFAH inh: pPAFAH enzyme inhibitors, primary screen, biochemical, fluorescence polarization, human. Platelet-activating factor acetylhydrolase (Homo sapiens), Q13093. recombinant pPAFAH, FP-rhodamine probe fluorescence polarization. inhibition, % at 3.39 µM. actives 1.5% (n = 330,000);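 active means inhibition above the mean inhibition across the screen plus 3 SD, cut at about 25% in these data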;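 further: inhibitors block binding of the rhodamine activity-based probe so polarization drops; 0% = enzyme with DMSO and 100% = wells lacking pPAFAH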
# ZTA DNA inh: ZTA (EBV) inhibition in EBNA-1 counter-screen; P03206; ZTA-DNA binding, fluorescence polarization; inhibition, % at 11 µM; actives 0.15% (n = 320,000); in the data active means inhibition above about 33%
# PREPL inh: PREPL enzyme inhibitors, primary screen, biochemical, fluorescence polarization | Prolyl endopeptidase-like (Homo sapiens), Q4J6C6 | recombinant PREPL, fluorescence polarization activity-based probe | inhibition, % at 5.96 µM | actives 0.68% (n = 320,000) | AID 2751, 2010; in the data active means inhibition above about 43%;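 further: 0% = enzyme with DMSO and 100% = wells lacking enzyme; many of its hits are not listed in these tables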
# PAFAH1B3 inh: PAFAH1B3 enzyme inhibitors, primary screen, biochemical, fluorescence polarization, human | Platelet-activating factor acetylhydrolase IB subunit alpha1 (Homo sapiens), Q15102 | recombinant PAFAH1B3, FP-rhodamine probe | inhibition, % at 3.39 µM | actives 0.28% (n = 340,000);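 active means inhibition above the screen-wide average of all tested compounds plus 3 SD, cut at about 25% in these data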;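 further: 0% = enzyme with DMSO only and 100% = wells lacking PAFAH1B3 protein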
# Target sequence (Q15102 whole entry, looked up): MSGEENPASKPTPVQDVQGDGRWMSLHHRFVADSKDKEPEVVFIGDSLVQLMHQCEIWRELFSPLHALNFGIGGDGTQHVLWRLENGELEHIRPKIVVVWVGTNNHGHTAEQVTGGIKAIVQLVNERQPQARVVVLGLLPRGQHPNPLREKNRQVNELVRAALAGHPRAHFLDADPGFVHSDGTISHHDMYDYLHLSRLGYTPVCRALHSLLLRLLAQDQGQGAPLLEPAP
# LYPLA2 counter: LYPLA2 inhibitors, primary screen, counter-screen for PME1 inhibitor project, biochemical, fluorescence polarization, FP-Rh probe ABPP; Acyl-protein thioesterase 2 (Homo sapiens), O95372; recombinant LYPLA2; inhibition, % at 5.9 µM; actives 0.38% (n = 320,000); AID 2177, 2009;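 active means inhibition above the screen-wide mean plus 3 SD, limit set per campaign, cut at about 26% in these data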;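 further: 0% = LYPLA2 with DMSO and 100% = wells lacking LYPLA2 enzyme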
# Target sequence (O95372 whole entry, looked up): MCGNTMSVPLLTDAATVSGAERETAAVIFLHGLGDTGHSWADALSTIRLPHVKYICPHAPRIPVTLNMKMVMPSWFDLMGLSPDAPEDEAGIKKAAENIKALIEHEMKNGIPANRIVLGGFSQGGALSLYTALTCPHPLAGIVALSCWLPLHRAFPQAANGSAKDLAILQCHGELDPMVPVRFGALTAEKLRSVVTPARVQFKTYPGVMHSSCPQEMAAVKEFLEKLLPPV
# PAFAH2 inh: PAFAH2 enzyme inhibitors, primary screen, biochemical, fluorescence polarization, human; Platelet-activating factor acetylhydrolase 2, cytoplasmic (Homo sapiens), Q99487; recombinant PAFAH2, FP-rhodamine activity probe; inhibition, % at 3.39 µM; actives 0.99% (n = 340,000); AID 492956, 2010;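 active means inhibition above the mean over all tested compounds plus 3 SD, cut at about 30% in these data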;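 further: inhibitors block probe labeling of enzyme so polarization drops; 0% = enzyme with DMSO and 100% = wells lacking PAFAH2 protein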
# EBNA-1 inhibitor: EBNA-1 DNA-binding inhibitors, primary screen, biochemical, fluorescence polarization; inhibition, % at 14.8 µM; actives 0.34% (n = 300,000); in the data active means inhibition above about 28%
# Starred values were filed as active, the others as inactive; nt = not tested or not shown. Not all compounds are listed (hit frequency here may not be typical).
SMILES,LYPLA1 inh,PAFAH1B2 inh,pPAFAH inh,ZTA DNA inh,PREPL inh,PAFAH1B3 inh,LYPLA2 counter,PAFAH2 inh,EBNA-1 inhibitor
CSc1ccc(S(=O)(=O)N2CCCC2)cc1,-3,-4,1,21,3,4,-3,4,-3
O=C(COC(=O)c1cc(Cl)nc(Cl)c1)NCCc1ccc(F)cc1,nt,3,2,nt,-3,9,nt,5,nt
O=C1CSc2ccc(S(=O)(=O)N3CCN(c4ccccc4)CC3)cc2N1,1,-2,-3,22,-23,2,-2,2,8
O=C(Nc1ccccc1)c1ccc(-c2ccccc2)s1,-3,1,-2,-12,16,8,-5,0,5
CN(C)c1cccc(N(C)C)c1CNC(=O)C(C)(C)C,1,nt,6,0,-6,nt,4,nt,2
O=C(CSc1nc(=O)n2ccccc2n1)Nc1ccc2c(c1)OCCO2,-2,-3,6,-8,11,2,1,-3,2
COc1ccc(NC(=O)c2cc(C)no2)cc1OC,2,0,4,1,-7,5,2,3,0
CCC(=O)Nc1ccc(C(=O)NCc2ccccn2)cc1,-2,3,-1,11,-1,-2,-4,-5,8
CC(=O)Nc1ccc(C)cc1NC(C)=O,0,3,-1,-7,6,10,2,-3,-11
Cc1c(C)n(C)c2ccc(C(=O)NCCCN3CCN(C)CC3)cc12,-2,2,2,15,6,12,1,7,6
Cc1ccc(O)c(CC(C)C)n1,3,2,-2,-11,8,-5,-3,0,3
CCC(C)(C)NC(=O)C(c1ccncc1)N(Cc1cccs1)C(=O)Cn1nnc2ccccc21 (configuration not stated),-1,0,-1,9,-1,12,-11,-3,7
O=c1[nH]c(-c2cccnc2)nc2sc(-c3ccccc3)cc12,3,8,0,-6,4,6,5,8,-11
CCCc1oc(C(=O)O)cc1CN1CCOCC1,1,4,4,0,4,4,4,2,1
CCOC(=O)N1CCC(N(CCCOC)C(=O)Nc2cccc(OC)c2)CC1,4,1,1,-11,17,-2,7,1,9
CCOC(=O)c1nc2ccccc2nc1C,-2,0,1,9,-1,-3,2,3,10
COC(=O)c1cccc(NC(=O)Nc2ccccc2OC)c1,-6,2,0,8,1,7,-4,15,2
COc1cc2cnc(CCO[C@H]3CCCCO3)cc2cc1OC,nt,3,-3,nt,15,9,nt,-9,nt
COC(=O)C1=C(NC(=O)c2ccc(C)cc2)CCS1,1,4,2,12,0,1,2,-2,4
CCCCC(=O)Nc1ccc(C(=O)NNC(=O)CCc2ccccc2)cc1,3,2,-5,-1,11,-2,-5,7,-15
CCCc1cc(=O)[nH]c(SCC(=O)N2CCC(C)CC2)n1,2,-3,4,6,6,6,3,6,4
CC1=CC(C)(C)N2C(=O)C3(C(C#N)=C(N)OC4=C3C(=O)CC(C)(C)C4)c3cc(C)cc1c32 (configuration not stated),-2,5,4,3,4,5,5,1,-3
CSCCC(NC(=O)c1ccco1)C(=O)NCc1ccc(F)cc1 (configuration not stated),1,5,0,-1,-3,3,3,5,7
N#Cc1ccc(COC(=O)CSc2nnc(N)s2)cc1,-4,5,4,9,6,7,3,-3,5
Nc1nc(N)nc(Cc2ccccc2O)n1,4,4,4,-3,2,11,5,9,nt
N=C1C(c2nc3ccccc3s2)=C(O)CN1c1ccccc1,5,1,19,-13,17,-4,8,1,7
c1ccc(-c2csc3ncnc(N4CCc5ccccc5C4)c23)cc1,-2,-3,3,4,-7,0,-8,-5,1
CC1(C)Cc2ccccc2C2CC(O)C(=O)N21 (configuration not stated),2,4,2,-6,4,-6,3,9,-13
COc1cccc(C(O)Cc2nc3ccccc3n2C)c1OC (configuration not stated),0,0,2,-5,10,4,1,1,-1
C/C(Cn1nnc([N+](=O)[O-])n1)=N\NC(=O)c1ccc(O)cc1O,-2,-2,6,3,10,-2,1,-2,-7
Cc1cccc(-c2cc3nc(C)cc(NCCCN(C)C)n3n2)c1,3,5,6,-5,26,6,9,7,8
CCOc1cc(/C=C/C(=O)c2ccc(O)cc2)ccc1OCC(=O)N(C)C,1,0,0,3,13,8,7,3,3
O=C(O)c1cc2c(cc1NC(=O)c1c(F)cccc1F)OCCCO2,-2,-2,8,-13,-1,7,3,-2,1
CC1CCC(NC(=O)c2cc(S(=O)(=O)N3CCCCC3)c[nH]2)CC1 (configuration not stated),-3,3,-9,-17,1,14,-8,-3,-4
COc1ccc(CCNC(=O)COC(=O)Cn2cnc3c2c(=O)n(C)c(=O)n3C)cc1,1,6,-2,-2,-3,5,-7,6,nt
Cc1ccc(-c2nc3ccccn3c2NC(=O)c2ccco2)cc1,-2,0,-1,2,-4,6,-8,11,-9
COc1ccc(CN(CC(=O)NCc2ccc(F)cc2)C(=O)c2csnn2)cc1,-1,10,-1,-7,8,1,1,-5,-18
CNCc1ccccc1OCC(=O)Nc1ccccc1,-4,4,0,-6,6,2,4,5,-7
O=C(Cc1cccs1)N1CCN(S(=O)(=O)c2cc(Cl)ccc2Cl)CC1,2,4,0,3,8,4,1,1,-5
O=C(NC1=NCCS1)Nc1ccccc1,7,5,-1,6,1,-2,4,0,8

# Entries of single compounds as entered above. Screens in order: LYPLA1 inh, PAFAH1B2 inh, pPAFAH inh, ZTA DNA inh, PREPL inh, PAFAH1B3 inh, LYPLA2 counter, PAFAH2 inh, EBNA-1 inhibitor
# Results for `Cc1cccc(-c2cc3nc(C)cc(NCCCN(C)C)n3n2)c1` → 3, 5, 6, -5, 26, 6, 9, 7, 8
# Results for `COc1ccc(CCNC(=O)COC(=O)Cn2cnc3c2c(=O)n(C)c(=O)n3C)cc1` → 1, 6, -2, -2, -3, 5, -7, 6, nt
# Results for `COc1ccc(CN(CC(=O)NCc2ccc(F)cc2)C(=O)c2csnn2)cc1` → -1, 10, -1, -7, 8, 1, 1, -5, -18

# (list continues)
SMILES,LYPLA1 inh,PAFAH1B2 inh,pPAFAH inh,ZTA DNA inh,PREPL inh,PAFAH1B3 inh,LYPLA2 counter,PAFAH2 inh,EBNA-1 inhibitor
CN1CCc2c(sc3c2C(=O)NC(c2ccc4c(c2)OCO4)N3)C1 (configuration not stated),-1,-5,1,5,3,-4,0,9,4
Cc1cc2n(n1)C(c1sccc1C)Nc1c(C)cccc1-2 (configuration not stated),3,2,2,5,15,6,2,6,4
Cn1c(=O)c2c(ncn2CC(=O)N/N=C/C(Br)=C/c2ccccc2)n(C)c1=O,-1,2,0,-15,18,-1,27*,1,11
COc1cc(NC(=O)COC(=O)CCOc2ccc(C)cc2)cc(OC)c1,-2,5,21,13,-5,6,0,-7,1
COc1ccc(OC)c(NC(=O)C2C3CCC(C3=C(C)C)C2C(=O)O)c1 (configuration not stated),1,7,3,15,8,5,2,-2,4
CC(=O)NCCC(=O)Nc1ccc(F)cc1C,1,2,-1,7,-4,0,0,2,5
O=C(Nc1ccccc1C(=O)NCc1ccco1)NC1CCCCC1,1,1,6,-19,0,-3,6,10,3
CC(c1ccc(F)cc1)n1c(Cn2ncc3ccccc3c2=O)n[nH]c1=S (configuration not stated),-3,2,6,6,0,-3,3,2,10
Cn1ccnc1C(=O)c1cc(SCC(=O)N2CCOCC2)nc2ccccc12,-3,1,6,-5,-8,1,0,-2,16
O=C(COC(=O)CCc1ccc(S(=O)(=O)N2CCOCC2)cc1)Nc1ccccc1[N+](=O)[O-],nt,8,11,nt,28,12,nt,6,nt
O=C(Nc1nc2c(s1)CCCC2)c1cccc(S(=O)(=O)N2CCCc3ccccc32)c1,-21,-3,-18,4,-5,-3,-26,-6,-3
COc1cccc(CN2CCNC(=O)C2CC(=O)N(C)C2CCCCC2)c1 (configuration not stated),1,5,3,9,12,2,2,9,-1
CCOC(=O)N1CCN(C(=O)Nc2ccccc2)CC1,1,2,7,-8,1,5,-4,-3,0

# Exported with two lines to a compound: entries from further up
# The line under a structure holds: LYPLA1 inh | PAFAH1B2 inh | pPAFAH inh | ZTA DNA inh | PREPL inh | PAFAH1B3 inh | LYPLA2 counter | PAFAH2 inh | EBNA-1 inhibitor
COc1cc(NC(=O)COC(=O)CCOc2ccc(C)cc2)cc(OC)c1
  -2 | 5 | 21 | 13 | -5 | 6 | 0 | -7 | 1
COc1ccc(OC)c(NC(=O)C2C3CCC(C3=C(C)C)C2C(=O)O)c1 (configuration not stated)
  1 | 7 | 3 | 15 | 8 | 5 | 2 | -2 | 4
CC(=O)NCCC(=O)Nc1ccc(F)cc1C
  1 | 2 | -1 | 7 | -4 | 0 | 0 | 2 | 5
O=C(Nc1ccccc1C(=O)NCc1ccco1)NC1CCCCC1
  1 | 1 | 6 | -19 | 0 | -3 | 6 | 10 | 3
CC(c1ccc(F)cc1)n1c(Cn2ncc3ccccc3c2=O)n[nH]c1=S (configuration not stated)
  -3 | 2 | 6 | 6 | 0 | -3 | 3 | 2 | 10
